Compound activity as filed in PubChem.
TDP1 block: qHTS Assay for Inhibitors of Tyrosyl-DNA Phosphodiesterase (TDP1) | Tyrosyl-DNA phosphodiesterase 1 (Homo sapiens), Q9NUW8 | recombinant TDP1, AlphaScreen DNA substrate cleavage | Potency, µM (top dose mostly 130 µM), for inactives: top-dose activity change, negative = inhibition, usual class: inhibitors | hit rate 0.28% among 350,000 | AID 485290, 2010; note: nearly all actives have a fitted effect of over 40% in size
Target sequence (Q9NUW8 whole entry, looked up): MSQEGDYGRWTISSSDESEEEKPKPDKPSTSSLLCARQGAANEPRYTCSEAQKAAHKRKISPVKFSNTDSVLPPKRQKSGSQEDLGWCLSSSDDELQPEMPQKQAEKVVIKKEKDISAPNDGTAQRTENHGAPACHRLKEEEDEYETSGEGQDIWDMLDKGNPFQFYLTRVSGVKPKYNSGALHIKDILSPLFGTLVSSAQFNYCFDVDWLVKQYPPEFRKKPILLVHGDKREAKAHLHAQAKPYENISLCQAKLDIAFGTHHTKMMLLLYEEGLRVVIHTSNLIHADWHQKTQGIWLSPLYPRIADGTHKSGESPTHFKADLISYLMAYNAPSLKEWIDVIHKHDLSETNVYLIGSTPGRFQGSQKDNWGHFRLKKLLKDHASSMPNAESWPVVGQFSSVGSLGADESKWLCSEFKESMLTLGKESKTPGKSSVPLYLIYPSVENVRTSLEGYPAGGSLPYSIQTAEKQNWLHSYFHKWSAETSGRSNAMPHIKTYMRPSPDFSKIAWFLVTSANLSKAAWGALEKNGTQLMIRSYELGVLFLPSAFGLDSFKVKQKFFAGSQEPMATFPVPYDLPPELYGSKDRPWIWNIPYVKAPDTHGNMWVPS
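Recombinant human Tdp1 (E. coli-expressed, 1 nM final) preincubated with compounds 15 min at room temperature, then 5'-biotin/3'-phosphotyrosine-FITC DNA substrate (15 nM final) added for 5 min. AlphaScreen beads (10 ug/ml final) added 10 min; cleavage lowers signal.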
FEN1 inh: qHTS Assay for the Inhibitors of Human Flap endonuclease 1 (FEN1) | Recombinant FEN1 flap cleavage, fluorescence, 15 min | Potency, µM (highest dose often 114 µM), without a hit: at the highest dose activity change, negative = inhibition, usual class: inhibitors | hit rate 0.35% among 390,000; note: nearly all actives have a fitted effect of over 65% in size
Target sequence (P39748 whole entry, looked up): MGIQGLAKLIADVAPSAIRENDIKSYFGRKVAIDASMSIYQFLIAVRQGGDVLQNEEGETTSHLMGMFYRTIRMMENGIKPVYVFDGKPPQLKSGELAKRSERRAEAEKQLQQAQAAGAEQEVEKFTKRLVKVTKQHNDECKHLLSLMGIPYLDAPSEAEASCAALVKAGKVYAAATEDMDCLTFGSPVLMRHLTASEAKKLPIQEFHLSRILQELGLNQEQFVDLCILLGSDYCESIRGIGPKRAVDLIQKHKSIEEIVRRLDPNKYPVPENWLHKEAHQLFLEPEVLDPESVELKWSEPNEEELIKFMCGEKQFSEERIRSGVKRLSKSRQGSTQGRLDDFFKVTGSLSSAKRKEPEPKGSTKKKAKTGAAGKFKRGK
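Concentration–response screening of FEN1 (10 nM): 15 min compound preincubation at room temperature, reaction started with 50 nM substrate and read at 0 and 15 min. Corrected, normalized data were fitted by a four-parameter Hill equation.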
N370S GC mod: qHTS Assay for Inhibitors and Activators of N370S glucocerebrosidase as a Potential Chaperone Treatment of Gaucher Disease. Lysosomal acid glucosylceramidase (Homo sapiens), P04062. N370S GC spleen homogenate, 4MU-glucoside fluorescence. Potency, µM (doses to about 59.4 µM), for inactives: top-dose activity change, negative = inhibition, hits mostly inhibitors. hit rate 0.092% among 330,000;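 note: 0% = full enzyme activity and -100% = no enzyme basal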
* marks the source's active call; other numbers are inactive results; u = inconclusive; x = no result given; & = joins results of further samples; [ ] = another dose, or the depositor's remark. Calls come from the whole dose curve; as a rule, active = well fitted curve in the direction sought with a large enough effect; inconclusive = small, poorly fitted or top-dose-only effect, or another doubt; inactive = no such curve, though single readings can be large; an effect the other way counts as inactive or inconclusive. Unless noted, % is set by controls: 0 for no effect and ±100 for the full control effect; potency is the fitted concentration of half-maximal effect. Outcome played no part in choosing rows, and some 0.53% of all compounds hit somewhere here.

Fields: TDP1 block, FEN1 inh, N370S GC mod
1: COc1cc(C(=O)NCC(=O)N2CCN(S(=O)(=O)c3ccccc3)CC2)cc(OC)c1OC
    1%, 11%, -4%
2: O=C(Cn1c(=O)n(-c2ccccc2)c(=O)c2c3c(sc21)CCCC3)Nc1ccccc1
    -2%, 16%, x
3: COC(CNc1nc(SC)nc2sc3c(c12)CCN(C)C3)OC
    x, 2%, u
4: CC(=O)c1c(C)[nH]c(C(=O)COC(=O)COc2ccccc2)c1C
    2%, 10%, x
5: CCCOc1ccc(CN(CCO)CCO)cc1[N+](=O)[O-]
    3%, 15%, -18%
6: Cc1cc(C)cc(N2CN=c3s/c(=C\c4ccco4)c(=O)n3C2)c1
    -9%, 3%, -8%
7: Cc1cc(C)c(C(=O)NCC2CCCO2)c(C)c1C(=O)NCC1CCCO1 (stereo unspecified)
    x, 17%, -3%
8: COc1ccc(NC(=O)C2=CC(c3ccc4c(c3)OCO4)=NS(=O)(=O)N2C)cc1OC
    6%, 5%, x
9: Cc1ccc2c(c1)nnn2C1CCN(S(=O)(=O)c2cccc(S(=O)(=O)N(C)C)c2)CC1
    5%, -9%, 5%
10: O=c1c2sc3ccccc3c2n(Cc2ccccc2F)c(=O)n1-c1ccccc1Cl
    -1%, -4%, x
11: Cc1cc(C)cc(OCC(=O)Nc2cc(NC(=O)COc3cc(C)cc(C)c3)cc(C(=O)O)c2)c1
    x, -4%, 0%
12: CCC(=O)Nc1cccc(-c2cnc3ccccc3n2)c1
    4%, 7%, 14%
13: N#C/C(=C\c1cc(Cl)cc(Cl)c1)c1cccnc1
    6%&4%, x, -8%&8%
14: COC(=O)c1c(SCC(=O)Nc2ccccc2OC)[nH]c2ccccc2c1=O
    0%, 3%, x
15: CCOC(=O)/C(C#N)=C/c1c(N2CCN(Cc3ccc4c(c3)OCO4)CC2)nc2c(C)cccn2c1=O
    9%, -16%, -10%
16: CC1CCN(S(=O)(=O)c2ccc3c(ccc(=O)n3CC(=O)Nc3cccc(F)c3)c2)CC1
    0%, 13%, x
17: O=C(CCNS(=O)(=O)c1cccc2nsnc12)NCCC1=CCCCC1
    5%, 0%, 4%
18: CCOc1ccc(NC(=O)CC2C(=O)OCCN2CC)cc1 (stereo unspecified)
    -2%, -9%, x
19: O=C([C@H](O)c1ccccc1)N1CCC[C@H]1CO
    1%, -9%, -2%
20: CCN1CCN(C(CNS(=O)(=O)c2ccc(OC)c(C)c2)c2cccnc2)CC1 (stereo unspecified)
    3%, -8%, -17%
21: CCN(C(=O)CSc1nc2ccccc2nc1Cc1ccc(F)cc1)c1cccc(C)c1
    -3%, 3%, x
22: Cc1cc(C)n2nc(C(=O)Nc3nnc(C4CC4)s3)nc2n1
    5%, 0%, -24%
23: CN(C(=O)COC(=O)CNC(=O)C12CC3CC(CC(C3)C1)C2)C1CCS(=O)(=O)C1 (stereo unspecified)
    6%, -1%, 6%
24: O=c1oc2ccccc2c2c1nnn2CCO
    8%, -10%, 10%
25: Cc1ccc(S(=O)(=O)Nc2cccc(S(=O)(=O)N3CCCC3)c2)cc1C
    5%, 0%, -2%
26: COc1ccc(C(C(=O)NC2CCCC2)N(C(=O)c2ccco2)c2cc3c(cc2C(C)=O)OCO3)cc1OC (stereo unspecified)
    2%, -3%, -4%
27: Cc1ccccc1C(=O)Oc1ccc(Cl)cc1C(=S)N1CCOCC1
    5%, -15%, 20%
28: Cc1ccnc(NC(=O)CSc2ccc3c(c2)OCCO3)c1
    -13%[0.505 µM], 8%, 7%
29: CC(C)(C)c1ccc(S(=O)(=O)N2CCC(c3ccncc3)CC2)cc1
    -2%, 10%, x
30: COc1ccc(C(=O)N2CCOC2CNC(=O)C(=O)NCCc2ccc(OC)c(OC)c2)cc1 (stereo unspecified)
    1%, 1%, -13%
31: Cc1cnn(CCC(=O)NNC(=S)Nc2ccccc2)c1
    9%, 17%, 10%
32: O=c1c2ccc([N+](=O)[O-])c3cccc(c32)c2nc3ccccc3n12
    0%, x, 4%
33: Cc1cc(NS(=O)(=O)c2ccc(NC(=O)COc3ccccc3Br)cc2)no1
    2%, -2%, x
34: Fc1ccccc1NC(=S)Nc1ccc(Br)cc1
    5%, -5%, -1%
35: CN(C)C(=O)c1cc(C(=O)c2ccc(F)cc2Cl)c[nH]1
    x, 5%, -10%
36: Cc1c(Cl)cnc(NC(=O)COC(=O)C2CC3CCCC(C2)C3=O)c1Cl (stereo unspecified)
    -2%, 9%, x
37: Cc1ccc(C(=O)N/N=C/c2ccc(-c3ccccc3[N+](=O)[O-])o2)cn1
    5%, -20%, 14%
38: COc1ccc(S(=O)(=O)Nc2cc(Cl)ccc2-n2cncn2)cc1
    2%, -12%, x
39: COc1ccc(C(=S)N2CCN(C)CC2)cc1Br
    0%, -3%, -9%[2.35 µM]
40: CC(C)(C)c1ccc(S(=O)(=O)NCC(=O)Nc2sc3c(c2C(N)=O)CCCC3)cc1
    0%, -11%, 12%

Complete entries, looked up by structure. Order of values: TDP1 block, FEN1 inh, N370S GC mod
CC(C)(C)c1ccc(S(=O)(=O)N2CCC(c3ccncc3)CC2)cc1 as listed: -2%, 10%, x
Cc1ccccc1C(=O)Oc1ccc(Cl)cc1C(=S)N1CCOCC1 as listed: 5%, -15%, 20%
Cc1ccc(S(=O)(=O)Nc2cccc(S(=O)(=O)N3CCCC3)c2)cc1C as listed: 5%, 0%, -2%
O=c1c2ccc([N+](=O)[O-])c3cccc(c32)c2nc3ccccc3n12 as listed: 0%, x, 4%
COc1ccc(C(=O)N2CCOC2CNC(=O)C(=O)NCCc2ccc(OC)c(OC)c2)cc1 (stereo unspecified) as listed: 1%, 1%, -13%

Further results.
Fields: TDP1 block, FEN1 inh, N370S GC mod
41: CC(C)CC1C2C(=O)N(c3ccccc3)C(=O)C2ON1c1ccccc1 (stereo unspecified)
    1%, 35%[activator], 4%
42: N#Cc1ccc(OCC(=O)Nc2nc(-c3ccncc3)cs2)cc1
    1%, 15%, x
43: Cc1ccc(-n2c3c(c(=O)[nH]c2=O)C(NC(=O)c2ccccc2C)(C(F)(F)F)C(=O)N3)cc1 (stereo unspecified)
    0%, -4%, x
44: NCCCC(N)CC(=O)NCC1NC(=O)C(CO)NC(=O)C(N)CNC(=O)C(C2CCN=C(N)N2)NC(=O)/C(=C\NC(N)=O)NC1=O (stereo unspecified)
    8%[56.1 µM], x, 8%
45: COc1ccc(OC2C=CC(C#Cc3ccc(F)cc3F)OC2CO)cc1 (stereo unspecified)
    -3%&1%[21 µM], x, -2%&-11%[12.8 µM]
46: Cc1cnc(CNc2ccnc(-c3ccc(N(C)C)cc3)n2)cn1
    3%[56.1 µM], x, -2%
47: Cc1cccc(-c2noc(-c3ccno3)n2)c1
    -1%, -4%, 1%
48: Nc1nc(SCC(=O)Nc2ccc(Br)cc2F)n[nH]1
    0%, 8%, 6%
49: Cc1ccc(S(=O)(=O)NCCSC(C)(C)C)cc1
    2%, -3%, 5%
50: Cc1cccc(NC(=O)C(=O)NCC(c2cccnc2)N2CCN(Cc3ccccc3)CC2)c1 (stereo unspecified)
    3%, 3%, x
51: CCCCCCCCNc1ncnc2ccccc12
    1%, -20%, u
52: Cc1cc(NC(=O)CSc2nnnn2C2CCCC2)no1
    7%, 1%, 9%
53: COc1ccc(C2=CSC3=NCCN23)cc1[N+](=O)[O-]
    x, 5%, -3%
54: COc1ccc(S(=O)(=O)Nc2cccc(-n3cnnn3)c2)cc1
    3%, -13%, 7%
55: COC(=O)c1cc(NC(=O)c2c(F)c(F)c(F)c(F)c2F)cc(C(=O)OC)c1
    -3%, 0%, -3%
56: COCc1nn2cc(-c3ccc(C)cc3)nc2s1
    5%, 2%, x
57: N#Cc1ccc(/C=C2\CCn3c2nc2cc(C(=O)O)ccc2c3=O)cc1
    x, -2%, -15%
58: COc1cc(C#N)ccc1OC(=O)C1CCN(C(=O)c2ccc(F)cc2)CC1
    x, -1%, -2%
59: CC(C)c1ccc(NC2CCCN(C(=O)CCN3CCCCC3=O)C2)cc1 (stereo unspecified)
    4%, 2%, 1%
60: CC1CCN(C(=O)c2nc[nH]c2C(=O)OCCNC(=O)OC(C)(C)C)CC1
    0%, 15%, x
61: CCC(=O)N/C(N)=N/c1nc(C)c2cc(OC)ccc2n1
    2%, 79µM*, 3%
62: c1csc(C(c2nnnn2C2CCCC2)N2CCOCC2)c1 (stereo unspecified)
    3%, 3%, 3%
63: CCC(C)c1ccc(NC(=S)NCCn2cc(Br)cn2)cc1 (stereo unspecified)
    0%, 0%, 3%
64: CC[C@H](C)[C@H](NC(=O)[C@@H]1CCCN1C(=O)[C@H](Cc1cnc[nH]1)NC(=O)[C@H](CCCCNC(=O)[C@H](CCCN=C(N)N)NC(=O)OCc1ccccc1)NC(=O)[C@H](Cc1ccc(O)cc1)NC(=O)c1cccnc1)C(=O)O
    14%, x, 1%
65: Cc1ccc2c(c1)cc(CN(CCc1ccccc1)C(=O)N1CCOCC1)c1nnnn12
    6%, -20%, 8%
66: O=C(NC(NC(=O)c1ccccc1)C(=O)c1ccccc1)c1ccccc1
    2%[56.1 µM], -6%, 0%
67: CCCSc1ncc(Cl)c(C(=O)N2CCN(c3cccc(Cl)c3)CC2)n1
    1%, -11%, x
68: FC(F)(F)c1ccc(C2Nc3cccc4cccc(c34)N2)cc1
    1%, -13%, -1%
69: CCOc1ccc(NC(=O)c2ccc3nc(C(C)C)oc3c2)cc1
    1%, 20%, x
70: COc1ccc(-c2cc(C(C)=O)c(C)n2CCC(=O)Nc2ccc(C)c(Cl)c2)cc1
    2%, -19%, x
71: O=C(NC1CCSC1=O)c1ccccc1 (stereo unspecified)
    2%, 6%, 4%
72: Cc1ccc(C(=O)COc2nc(C)nc3ccccc23)cc1
    -3%, 9%, 3%
73: COc1cccc(/C=N/NC(=O)c2ccc(N(C)S(=O)(=O)c3ccccc3)cc2)c1OC
    3%, 9%, -4%
74: CN(C)c1cc(-c2cccc([N+](=O)[O-])c2)oc(=O)c1Cl
    -1%, 2%, 6%
75: CC(C)(C)NS(=O)(=O)c1ccc(CCC(=O)Nc2ccc3c(c2)OCCO3)cc1
    3%, -3%, 5%
76: Cc1cc(C)c(NC(=O)C(=O)NCC(c2cccnc2)N2CCN(c3ccccc3F)CC2)c(C)c1 (stereo unspecified)
    -3%, -3%, x
77: CCC(=O)Nc1ccccc1C(=O)OCC(=O)c1ccccc1
    -4%, 4%, 10%
78: O=C(Cn1nc(C(=O)O)c2ccccc2c1=O)Nc1ccc2c(c1)C(=O)c1ccccc1C2=O
    8%, x, 2%
79: O=C(c1cc(-c2ccccc2)nn1-c1ccccc1)N1CCN(S(=O)(=O)c2ccc(F)cc2)CC1
    x, -16%, -2%
80: O=C(CCc1nc(-c2ccccc2)no1)NCCc1ccccc1
    1%, 29%, 11%
81: COc1ccc(C(CNC(=O)c2oc3ccccc3c2C)N2CCCCC2)cc1 (stereo unspecified)
    7%, 2%, x
82: COc1cc2c(cc1OC)C(c1ccccc1O)NCC2 (stereo unspecified)
    5%, 3%, -6%
83: Cc1ccc(C(=O)Oc2cccc(NC(=O)c3cccs3)c2)cc1S(=O)(=O)N1CCOCC1
    5%, -6%, -12%
84: Cc1cc(C)c(S(=O)(=O)N2CCCC2=O)c(C)c1
    0%, 7%, 0%
85: Cc1ccn2cc(-c3cccc(NC(=O)CCC(=O)O)c3)nc2c1
    x, -16%, -4%
86: C=CCN(c1ccccc1)S(=O)(=O)c1ccc2c(c1)oc(=O)n2C
    2%, 21%, 5%
87: CCOCCCn1c(SCC(=O)Nc2ccccc2CC)nc2ccccc2c1=O
    0%, -13%, x
88: CN(C)c1ccc(/C=N/NC(=O)c2cccc(C(=O)N/N=C/c3ccc(N(C)C)cc3)n2)cc1
    1%, 2%, -3%
89: Oc1cc(Nc2ccncc2)cc2cccnc12
    3%, u, x
90: c1ccc(-c2nc(NC3CC3)nc(-n3ccnc3)n2)cc1
    1%, 8%, -5%
91: COc1cc(C(C(=O)NCC2CCCO2)N(C(=O)Cn2nnc3ccccc32)c2ccc(C(C)=O)cc2)ccc1O (stereo unspecified)
    5%[0.0935 µM], 2%, 1%
92: CCc1occc(=O)c1Oc1cc(NN2CCCCC2)c([N+](=O)[O-])cc1[N+](=O)[O-]
    x, -5%, -5%
93: COc1cccc(CC2(CO)CCCN(Cc3cc4ccccc4[nH]3)C2)c1 (stereo unspecified)
    x, -18%, -10%
94: O=C(CSc1nc2c(cnn2-c2ccccc2)c(=O)[nH]1)NCC1CCCO1 (stereo unspecified)
    2%, -2%, x
95: Cc1ccc(C)c(S(=O)(=O)c2cn(Cc3ccccc3)c3cc(N4CCCC4)c(F)cc3c2=O)c1
    1%, 4%, x
96: CC(CCN1CCOCC1)c1ccccc1 (stereo unspecified)
    x, 16%, -3%
97: CCN(CC)c1ccc(C(=O)OCC(=O)Nc2ccc3[nH]c(=O)[nH]c3c2)cc1
    -3%, -17%, 9%
98: Cc1cccc(N(C(=O)c2sc(C)nc2C)C(C(=O)NCC2CCCO2)c2ccccc2)c1 (stereo unspecified)
    10%, 6%, -6%
